# proCasp7 act: counter-screen for procaspase-3 activators: activators of human procaspase-7. recombinant procaspase-7, Ac-DEVD-pNA absorbance 405 nm; D23A/D198A/D206A triple mutant, cannot self-cleave; scale: DMSO 0, 5 µM enzyme 100. hit rate 0.093% among 330,000. activation, % at 8.5 µM. AID 463210. P55210;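 active means percent activation above the screen-wide mean plus 3 SD, cut at about 25% in these data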
# Target sequence (P55210 whole entry D23A/D198A/D206A): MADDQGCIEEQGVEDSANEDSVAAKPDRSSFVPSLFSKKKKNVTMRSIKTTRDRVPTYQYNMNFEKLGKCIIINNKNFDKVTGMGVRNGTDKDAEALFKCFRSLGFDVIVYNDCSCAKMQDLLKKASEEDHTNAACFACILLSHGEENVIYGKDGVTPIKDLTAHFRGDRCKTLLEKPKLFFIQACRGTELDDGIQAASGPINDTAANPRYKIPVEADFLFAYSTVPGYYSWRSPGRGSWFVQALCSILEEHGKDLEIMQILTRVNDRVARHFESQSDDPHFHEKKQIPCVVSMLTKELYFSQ
#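 Material: Procaspase-7 triple mutant (PC-7 D3A) | Quantity: 2 µM procaspase-7 mutant as dispensed | Reagent: DEVD-pNA substrate | Times: 1 h preincubation, 2 h reaction | Technique: 405 nm absorbance of p-nitroaniline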
# MEP2 TOR yeast: alters MEP2-GFP fluorescence in TOR pathway yeast screen; S. cerevisiae MEP2-GFP strain, flow cytometry GFP, 3 h; 100% = DMSO control level; GFP response vs DMSO, % at 10 µM; hit rate 0.51% among 330,000; AID 2016;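 active means GFP response versus DMSO above a set limit, roughly screen mean plus 3 SD, cut at about 180% in these data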;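 further: median GFP fluorescence of the barcode-gated MEP2-GFP cells per well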
# CIT2 TOR yeast: yeast TOR pathway CIT2-GFP modulation | AID 2029 | GFP response vs DMSO, % at 10 µM | hit rate 0.065% among 320,000 | S. cerevisiae CIT2-GFP strain, flow cytometry, 3 h; 100 means same as DMSO wells;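 active means GFP response relative to DMSO above a set limit, near the screen mean plus 3 SD, cut at about 150% in these data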;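 further: ratio of well median GFP fluorescence to mean of DMSO wells on the plate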
# LAP4-GFP MLPCN: alters LAP4-GFP fluorescence in TOR pathway yeast screen; S. cerevisiae LAP4-GFP multiplex, flow cytometry GFP, 3 h; median GFP as percent of DMSO wells; GFP response vs DMSO, % at 10 µM; hit rate 0.34% among 320,000; AID 2023;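 active means GFP response vs DMSO above a set limit, about the screen mean plus 3 SD, cut at about 150% in these data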
# AGP1-GFP MLPCN: alters AGP1-GFP fluorescence in TOR pathway yeast screen; S. cerevisiae AGP1-GFP multiplex flow cytometry, 3 h; GFP as percent of DMSO wells; GFP response vs DMSO, % at 10 µM; hit rate 0.02% among 320,000; AID 2066;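 active means GFP response relative to DMSO above a set limit, near screen average plus 3 SD, cut at about 150% in these data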;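 further: median GFP channel fluorescence of the gated AGP1 strain per well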
# RPL19A TOR yeast: alters RPL19A-GFP fluorescence in TOR pathway yeast screen; S. cerevisiae RPL19A-GFP strain, flow cytometry, 3 h; hits give low values; percent response vs DMSO, % at 10 µM; hit rate 0.3% among 330,000;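 active means percent response vs DMSO below 50%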;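 further: median channel GFP fluorescence of the barcoded RPL19A-GFP strain; ratio of sample median GFP to plate DMSO average so 100% = DMSO; lower means less RPL19A-GFP as with rapamycin TOR inhibition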
# proCasp3 act: activates human procaspase-3; P42574; recombinant procaspase-3 D3A, Ac-DEVD-pNA absorbance 405 nm; activation, % at 8.5 µM; hit rate 0.11% among 330,000;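 active means activation above the mean of all tested compounds plus 3 SD, cut at about 21% in these data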;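 further: 0% = DMSO alone and 100% = DMSO wells spiked with extra 5 µM PC-3 D3A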
# Target sequence (P42574 whole entry D9A/D28A/D175A): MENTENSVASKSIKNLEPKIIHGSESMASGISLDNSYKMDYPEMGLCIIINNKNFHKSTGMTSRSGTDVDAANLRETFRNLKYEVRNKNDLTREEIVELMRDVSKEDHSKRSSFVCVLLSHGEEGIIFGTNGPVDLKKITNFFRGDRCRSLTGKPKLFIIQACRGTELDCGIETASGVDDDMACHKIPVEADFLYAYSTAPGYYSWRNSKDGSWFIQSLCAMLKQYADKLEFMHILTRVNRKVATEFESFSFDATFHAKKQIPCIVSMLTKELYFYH
#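 Evaluation: percent activation relative to control range; Material: Procaspase-3 D3A mutant, all three cleavage aspartates alanine; Compound: single dose, 8.5 µM nominal compound, 0.8% DMSO; Replication: one well per compound; Signal: absorbance at 405 nm, 0 and 120 min; Schedule: 1 h preincubation plus 2 h reaction at 25 °C.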
# AHR act: activators of human aryl hydrocarbon receptor. activation, % at 5 µM. AHR-responsive luciferase reporter cells, luminescence. P35869. hit rate 2.5% among 320,000; in the data active means activation above about 47%;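 further: 0% = vehicle wells and 100% = reference agonist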
# The depositor's hits bear a star; . = no result given.
SMILES,proCasp7 act,MEP2 TOR yeast,CIT2 TOR yeast,LAP4-GFP MLPCN,AGP1-GFP MLPCN,RPL19A TOR yeast,proCasp3 act,AHR act
O=CN1CCN(CC(O)Cn2c3ccccc3c3ccccc32)CC1 (stereo not drawn),-11,89,95,93,96,95,-2,4
CC(C)(C)c1ccc(OCC(=O)N/N=C/c2ccc(N3CCOCC3)cc2)cc1,6,104,98,85,104,110,3,12
COc1ccc(/C=C/C(=O)NC(=S)Nc2cc([N+](=O)[O-])ccc2O)cc1OC,-17,108,99,93,94,108,-8,15
Cc1ccc(-c2csc3ncnc(-n4cnc5ccccc54)c23)cc1,3,93,93,84,93,101,-5,0
O=C(O)c1cn(C2CCCCC2)c2ccccc2c1=O,2,103,96,101,101,94,4,-2
COc1ccc(NC(=O)c2cccc(C(=O)Nc3ccc(OC)cc3)n2)cc1,6,102,99,110,104,97,3,7
Cc1ccc(S(=O)(=O)N2CCOC2CNC(=O)C(=O)NCCN(C)C)cc1 (stereo not drawn),2,96,101,105,107,92,1,3
O=c1cnnc(N/N=C/C2CC=CCC2)[nH]1 (stereo not drawn),12,108,105,95,106,108,3,39
O=C(NCC1CCCO1)C(=Cc1cccc([N+](=O)[O-])c1)C(=O)NCC1CCCO1 (stereo not drawn),-6,104,103,92,98,102,10,0
CC(NC(=O)NC(N)=O)(C(F)(F)F)C(F)(F)F,8,100,105,102,103,97,1,-4
Cc1ccc2c(c1)C=CC(C)(C)S2=O (stereo not drawn),6,106,93,106,106,104,-5,2
COc1ccc(N2Cc3ccc(OC)c(OC)c3C2=O)cc1,2,96,95,105,99,98,3,-6
CN1CCN(c2ccc(NC(=O)c3cccc(OCc4ccccc4)c3)cc2)CC1,-2,100,96,96,100,100,-1,8
COCCN(CCOC)C(=O)CN1C(=O)NC(Cc2c[nH]c3ccccc23)C1=O (stereo not drawn),5,110,99,98,107,103,1,12
COc1ccc(C)cc1NC(=O)c1nn(C)cc1Br,2,90,100,114,101,92,5,60*
CC(c1ccccc1)N(CC(=O)NC1CCCCC1)S(=O)(=O)c1cccc(C(F)(F)F)c1 (stereo not drawn),1,107,94,99,100,106,-1,13
COc1ccc(S(=O)(=O)N2CCC(C(=O)NC3CCCC3)CC2)cc1OC,.,99,106,68,88,104,.,.
Cc1cc(C)c(S(=O)(=O)N2CCOC2CNC(=O)C(=O)NCCc2c[nH]c3ccccc23)c(C)c1 (stereo not drawn),-4,105,93,101,90,91,-5,9
COc1cc2oc(=O)ccc2c(OC)c1CC(O)C(C)(C)O (stereo not drawn),2,95,94,123,84,97,3,4
CCc1ccc(C(=O)CSc2nnc(C)c(=O)[nH]2)cc1,2,102,107,99,104,99,-1,2
O=C1CC(c2cccc(Cl)c2)CC(O)=C1C=NCCCO (stereo not drawn),19,90,91,89,109,95,-4,5
O=C(N[C@H](Cc1cc(=O)[nH]c2ccccc12)C(=O)O)c1ccc(Cl)cc1,.,113,108,109,111,112,.,.
CC(C)CC(NC(=O)C1CCC(C)CC1)C(=O)Nc1cccnc1 (stereo not drawn),5,100,100,102,101,98,-3,-1
CC#CCCC(=O)N1C=Cc2ccccc2C1C#N (stereo not drawn),1,102,101,99,102,99,8,3
O=C(Cn1cnc2c(OCc3ccccc3)ncnc21)NCCCc1ccccc1,8,83,87,84,89,88,6,0
CCCNc1nc(C)cc(-c2cc(C(=O)NC3CCCC3)on2)n1,-1,92,103,156*,85,95,6,18
C=C(C)c1cccc(C(C)(C)NC(=O)NCC2CCCO2)c1 (stereo not drawn),3,98,94,89,99,100,-5,4
CCn1cc(CN2CCC(n3nccc3NC(=O)c3ccc4c(c3)OCO4)CC2)c(C)n1,2,95,99,108,98,98,-8,0
CCC(C)NC(=O)CN(c1cc(Cl)ccc1OC)S(C)(=O)=O (stereo not drawn),-2,99,97,92,99,96,-11,-1
CC(=O)c1ccc(NC(=O)CSc2nnc(-c3ccncc3)n2C2CC2)cc1,-7,98,104,100,99,99,7,-4
Cc1cccc(NC(=O)Cc2nnc(NC(=O)Nc3ccccc3F)s2)c1,8,101,98,87,93,97,0,13
CCOc1ccc(CN2CCNC(=O)C2CC(=O)NCCCn2ccnc2)cc1 (stereo not drawn),4,104,96,104,102,102,-1,3
CCC(C)N(C(=O)COC(=O)C1C(C(=O)OC)=C(C)NC(C)=C1C(=O)OC)C1CCS(=O)(=O)C1 (stereo not drawn),7,111,108,95,106,104,1,-1
Cc1cc(C(=O)COC(=O)c2ccc(NC(=O)CC#N)cc2)c(C)n1-c1ccc(OC(F)F)cc1,-1,105,104,104,111,100,11,1
CCC(C)NC(=O)CSc1ncccc1C(=O)O (stereo not drawn),0,97,89,96,98,97,-5,1
CCc1cccc(NC(=S)Nc2ccc(CN3CCOCC3)cc2)c1,-14,96,99,102,99,95,8,1
Clc1ccc(CNc2ccc(CNc3ncn[nH]3)cc2)c(Cl)c1,-3,98,98,112,106,99,-5,1
O=C(COc1ncnc2c(Cl)cc(Cl)cc12)N1CCCCC1,3,94,92,94,95,97,-6,2
CCOc1ccc2nc(NC(=O)CSc3ccc(Cl)cc3)sc2c1,12,101,88,91,95,95,4,38
COc1ccccc1C(=O)N/C(=C\c1ccccc1)C(=O)NC(Cc1ccccc1)C(=O)O (stereo not drawn),-3,92,93,95,88,83,-3,2
Cc1ccc2nc(SCC(=O)Nc3ccccc3N3CCOCC3)c(C#N)cc2c1,-4,110,106,101,106,101,-1,6
COc1ccc(CN=C(C#N)C2=C(O)c3ccccc3C2=O)cc1,2,98,93,101,99,100,-1,10
CC(C)=CC(=O)OCC(=O)Nc1ccc(SC(F)F)cc1,3,90,85,91,83,93,5,1
Cc1ccc(S(=O)(=O)NCCC(=O)N2CCN(C/C=C/c3ccccc3)CC2)cc1,14,97,86,95,95,94,6,-1
CC(C)C1OC2(C)OC(=N)C1(C#N)C(C#N)(C#N)C2c1ccccc1 (stereo not drawn),-1,103,97,95,85,97,1,2
Cn1c(=O)n(C)c2cc([N+](=O)[O-])c(N3CCN(C(=O)C(C)(C)C)CC3)cc21,2,95,97,97,99,95,2,2
CCOc1ccc(OCCCCNC(C)(C)C)cc1,-4,102,97,87,90,91,5,0
Cc1onc(-c2ccccc2)c1C(=O)Nc1ccccc1C#N,5,102,98,95,103,99,-4,2
O=C(NCc1nnnn1-c1cccc(F)c1)c1ccc(S(=O)(=O)N2CCOCC2)cc1,10,98,87,107,111,97,-2,-2
Cc1cc(C)n(-c2ccc(C(=O)OC(C)C)cc2)n1,3,96,79,100,89,92,-7,-1
O=C(/C=C/c1cccc(Cl)c1)NCc1cccs1,-1,101,87,110,97,99,-9,0
Cc1cc2c(cc1C)NC(=O)CC(C(F)(F)C(F)(F)C(F)(F)F)=N2,-4,102,94,98,106,102,-4,15
Cc1ccc(NC(=O)CSc2nc3sc(C)cc3c(=O)n2C)cc1,-2,95,100,91,94,95,0,5
CC(OC(=O)Cn1[nH]c(=O)c2ccccc2c1=O)C(=O)Nc1ccc(F)cc1Cl (stereo not drawn),2,109,110,101,109,99,-11,-2
CSc1ccccc1Nc1ncnc(N)n1,2,88,84,106,97,93,2,0
Cc1ccccc1C(=O)Nc1cccc(C(=O)N/N=C/c2ccc3c(c2)OCO3)c1,5,109,101,94,105,105,3,26
CC1=C(C(=O)N2CCOCC2)C(c2ccsc2)C2=C(CCCC2=O)N1 (stereo not drawn),6,101,103,91,97,99,7,0
CCN(c1ccccc1)S(=O)(=O)c1ccc(C(=O)Nc2c(C)n(C)n(-c3ccccc3)c2=O)cc1,-1,104,104,98,99,98,-8,-2
CCCCCCCCCn1ccc(=N)cc1,10,97,100,99,102,97,3,-10
COc1cc(/C=N/NS(=O)(=O)c2ccc(C)cc2)ccc1OCc1cccc(C(=O)O)c1,-16,102,94,97,94,93,7,-1
COC(=O)c1c(NC(=O)COC(=O)[C@@H](NS(=O)(=O)c2ccc(C)cc2)C(C)C)sc2c1CCC2,0,90,94,84,103,107,1,7
C=CCn1cnc2c(nnn2-c2cc(C)cc(C)c2)c1=O,6,100,110,99,98,112,-4,10

# Of the compounds above, eight have an aryl thioether with sulfur outside any ring.
SMILES,proCasp7 act,MEP2 TOR yeast,CIT2 TOR yeast,LAP4-GFP MLPCN,AGP1-GFP MLPCN,RPL19A TOR yeast,proCasp3 act,AHR act
CCc1ccc(C(=O)CSc2nnc(C)c(=O)[nH]2)cc1,2,102,107,99,104,99,-1,2
CC(=O)c1ccc(NC(=O)CSc2nnc(-c3ccncc3)n2C2CC2)cc1,-7,98,104,100,99,99,7,-4
CCC(C)NC(=O)CSc1ncccc1C(=O)O (stereo not drawn),0,97,89,96,98,97,-5,1
CCOc1ccc2nc(NC(=O)CSc3ccc(Cl)cc3)sc2c1,12,101,88,91,95,95,4,38
Cc1ccc2nc(SCC(=O)Nc3ccccc3N3CCOCC3)c(C#N)cc2c1,-4,110,106,101,106,101,-1,6
CC(C)=CC(=O)OCC(=O)Nc1ccc(SC(F)F)cc1,3,90,85,91,83,93,5,1
Cc1ccc(NC(=O)CSc2nc3sc(C)cc3c(=O)n2C)cc1,-2,95,100,91,94,95,0,5
CSc1ccccc1Nc1ncnc(N)n1,2,88,84,106,97,93,2,0

# Screening data: PubChem BioAssay, several laboratories

# Rows are unselected (roughly 3.5% active in at least one column).
